Bioassay records from PubChem.
Myeloid diff 2 = induction of myeloid progenitor differentiation, primary screen, cell-based, flow cytometry, MLPCN library; ER-HoxA9 myeloid progenitors, lysozyme-GFP differentiation; calls only at 10 µM; hit rate 1% among 360,000;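 active = normalized GFP-positive differentiation at or above the plate's own cutoff, the solvent-only control mean plus 3 SD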;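 also: cells exposed to compound for four days before flow analysis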
bCat nuc transl = modulators of beta-catenin nuclear translocation, primary screen, imaging, HeLa cells, immunofluorescence, high-content; hit rate 0.3% among 190,000; nuclear translocation activity, % at 5 µM;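 active = nuclear translocation activity above 50% at 5 µM, with a well cell count of 50 or more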;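 also: per-cell ratio of nuclear to cytoplasmic median beta-catenin stain intensity; plate controls were DMSO negative control for no effect and GSK-3 inhibitor IX positive control for full effect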
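Test system: human HeLa cell line; Doses: 5 µM primary, 0.02–20 µM confirmation; Incubation: 24 h compound exposure, 37°C; Detection: beta-catenin immunofluorescence imaging with DAPI; Read-out: beta-catenin nuclear/cytoplasmic ratio, % activation.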
MT stabilizer = microtubule stabilizers in HeLa cells, primary screen, imaging, high-content imaging | % tubulin-high responders, % at 10 µM | HeLa tubulin immunostaining HCS, 24 h; share of cells brighter than vehicle mean+2SD | hit rate 0.83% among 200,000;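 active = plate Z-score above 3 for both tubulin-high and condensed-nucleus cell shares, with cell loss under 80%, at 10 µM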;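 also: anti alpha tubulin signal scored within the nucleus-defined area of each cell; some results filed as inactive read as strong as hits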
T cell modulator = modulators of CD8 T cell-vesicle binding, primary screen, mouse 2C CD8+ T cells, flow cytometry | 2C CD8+ T cell-vesicle binding; active compounds read low | calls only at 7 µM | hit rate 0.068% among 330,000;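 active = response, share of CD8 T cells binding vesicles, and their 90th percentile fluorescence all below set limits, cut at about 80% in these data, passing the limit was not always enough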
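Also added: QL9-peptide-loaded Drosophila micro-vesicles bearing Ld, ICAM-1 and B7-1; Test system: purified 2C TCR transgenic mouse naive CD8+ T cells; Measured by: cytometric PE anti-B7-1 and Alexa647 anti-CD8 signals after 1% paraformaldehyde fixation; Timing: binding step 1.5 h, 37 °C, antibody labelling 20 min, ice.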
West Nile antiviral = West Nile virus antiviral activity, cell-based, CPE readout (AID 1621); West Nile virus-infected cells, CPE inhibition; higher % means a stronger effect; hit rate 0.02% among 290,000; CPE inhibition, % at 10 µM, or IC50 in µM where a hit was titrated; in the data active = a potency from the dose series; also: strong numbers were not always called active
Hep lipid drop = inhibitors of hepatocyte lipid droplet formation, primary screen, imaging, high-throughput imaging, BODIPY stain. inhibition, % at 6.5 µM. hit rate 0.4% among 240,000. AML12 mouse hepatocytes, oleate lipid droplets;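 active = lipid droplet intensity inhibited by at least 50%, with more than 500 cells counted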
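Assay system: AML12 mouse liver cells | Compound dosing: One dose, 6.5 µM compound | Read-out basis: Droplet intensity reduction, % inhibition | Measured by: Fluorescence imaging, 20x objective, two fields per well | Schedule: Overnight treatment with compound plus oleate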
Autophagy mod = autophagy modulators in MEF cells, primary screen, imaging, high-content, MEF GFP-LC3 | hit rate 0.98% among 190,000 | MEF GFP-LC3 puncta imaging; test concentration mostly 10 µM | calls only at 10 µM (by protocol);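 active = percentage of spot-positive cells more than 3 SD above its plate mean, without a fluorescence outlier flag or 80% toxicity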;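 also: spot-positive cell cutoff set from DMSO-treated cells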
Ins promoter up = insulin promoter activators in MIN6 cells, imaging, high-content screening, mouse beta cells; AID 1625, 2009; MIN6 insulin promoter-GFP reporter; active compounds read high; z-score at 5 µM; hit rate 0.3% among 190,000;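 active = z-score above 3 at 5 µM with at least 500 cells counted in the well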
WT yeast gro inh = growth inhibition of WT strain, primary screen, mitochondrial fusion inhibitor project, WT and mutant strains, chemical genetic. hit rate 2.1% among 190,000. inhibition, % at 10 µM. AID 1362, 2008. mitochondrial fusion phenotypic screen; in the data active = inhibition above about 58%; tested in S. cerevisiae
WT yeast gro inh mutant strain = also measured in WT yeast gro inh; calls as there; inhibition, %; mitochondrial fusion phenotypic screen, mutant strain inhibition
Ins promoter up cell count = further read-out of Ins promoter up, marked with its call; cell count; measured here: cytotoxicity, nuclei count;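 total cells summed across four imaged fields per well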
Hep lipid drop cells 6.5 µM = second read-out of Hep lipid drop, no call of its own (marks repeat the call); cell count; measured here: cell count, cytotoxicity flag;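 cells counted across two imaged fields per well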
bCat nuc transl cell count 5 µM = further read-out of bCat nuc transl, marked with its call; cell count; measured here: cell count, cytotoxicity flag
T cell modulator vesicle-bound % = second read-out of T cell modulator, no call of its own (marks repeat the call); double positive events, %; measured here: CD8+ vesicle-bound cell fraction;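 binding gate set so that unloaded-vesicle control wells show 10% double positive cells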
MT stabilizer Hoechst-high % = second read-out of MT stabilizer, no call of its own (marks repeat the call); % Hoechst-high responders; measured here: nuclear condensation Hoechst responders;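 share of cells brighter than vehicle mean plus two SD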
MT stabilizer cytotoxicity % = also measured in MT stabilizer; calls as there; toxicity, %; measured here: cytotoxicity by cell density;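 0% = mean cell density of plate MIN control wells and 100% = no cells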
Autophagy mod cell loss 18 h = recorded beside Autophagy mod, whose call it bears; toxicity, %; measured here: cell loss, nuclei count;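 cell loss after 18 h compound exposure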
Myeloid diff 2 GFP+ MAC1+ % = further read-out of Myeloid diff 2, marked with its call; GFP+ MAC1+ double positive, %; measured here: differentiation confirmed by MAC1 staining
An asterisk follows results filed as active; i = inactive; / = not tested or not shown.

SMILES	Myeloid diff 2	Myeloid diff 2 GFP+ MAC1+ %	bCat nuc transl	bCat nuc transl cell count 5 µM	MT stabilizer	MT stabilizer Hoechst-high %	MT stabilizer cytotoxicity %	T cell modulator	T cell modulator vesicle-bound %	West Nile antiviral	Hep lipid drop	Hep lipid drop cells 6.5 µM	Autophagy mod	Autophagy mod cell loss 18 h	Ins promoter up	Ins promoter up cell count	WT yeast gro inh	WT yeast gro inh mutant strain
Cc1cc(CNC(=O)c2cc(-c3ccccc3)nc3ccccc23)nn1C	i	0.5	-0.8	1626	9.0	2.1	7.9	i	27.5	0.6%	/	/	i	19.2	0.61	1522	-0.1	-6.8
O=C(Cn1nnc(-c2ccccc2Cl)n1)N1CCN(S(=O)(=O)c2ccc(Cl)cc2)CC1	i	0.1	-3.5	888	2.4	1.9	4.6	i	60.7	-1.4%	/	/	i	-8.6	0.45	1081	22.4	2.0
COc1cccc(-c2nc(-c3ccccn3)no2)c1OC	i	0.6	/	/	2.4	2.4	9.3	i	24.6	1.3%	-9.2	662	i	-8.3	0.31	1231	6.4	12.2
O=C(Cc1nc(=O)c2ccccc2s1)Nc1ccccc1	i	0.5	1.0	1440	1.8	1.7	3.5	i	14.0	-0.7%	/	/	i	-9.1	-0.29	1384	-14.1	0.9
Cc1cc(C(=O)N/N=C/c2ccc(N3CCOCC3)cc2)c(C)o1	i	0.3	-0.9	1052	4.8	3.0	8.2	i	21.8	0.1%	-1.0	738	i	2.0	0.32	987	-8.8	-6.3
COc1cc2c(cc1OC)/C(=C/C(=O)c1ccc(F)cc1)NCC2	i	0.9	/	/	/	/	/	i	30.9	-0.3%	-16.0	812	/	/	/	/	/	/
CC(O)[C@H]1CNC(=O)C(=O)N1CC1CCCCC1 (stereo partly drawn)	i	1.3	0.8	1340	/	/	/	i	19.7	0.4%	-20.1	687	/	/	0.46	749	/	/
O=C(Nc1nnc(C2CC2)s1)C1COc2ccccc2O1 (stereo not drawn)	i	1.6	-0.2	1127	2.8	2.2	2.8	i	13.2	-0.5%	-35.5	652	i	-0.3	0.17	1341	-2.3	-6.0
NC(=O)NOCc1ccc(Cl)cc1Cl	i	0.2	0.5	833	6.4	3.4	4.2	i	43.5	-0.1%	4.8	661	i	-6.4	-0.34	1180	6.6	9.6
NC(=O)c1nsc(C(=O)N(c2cccc(F)c2)C(C(=O)NCC2CCCO2)c2ccc3ncccc3c2)c1N (stereo not drawn)	i	0.4	/	/	/	/	/	i	10.9	0.5%	0.0	811	/	/	/	/	/	/
O=C(CSc1nnc(Cn2cnc3ccccc32)o1)Nc1cccc2ccccc12	i	1.3	2.9	1375	3.7	1.7	4.0	i	35.4	1.2%	/	/	i	-3.0	-0.12	1532	2.8	-25.0
Cc1ccc(C)c(NC(=O)CN(C)C(=O)c2nn(C)c(=O)c3ccccc23)c1	i	0.3	-0.5	1118	3.2	1.5	8.9	i	21.8	1.0%	3.5	707	i	-7.3	0.05	1280	-17.5	-5.9
CCOC(=O)C1(Cc2ccc(OC)cc2)CCN(C(=O)c2cc(C)nn2C)CC1	i	0.9	/	/	/	/	/	i	10.2	-0.4%	-22.6	650	/	/	/	/	/	/
Cc1ccc2cn[nH]c2c1N	i	0.4	-1.9	1059	1.6	1.9	9.6	i	50.1	1.5%	-22.7	668	i	-0.5	0.53	1197	1.6	2.4
Cc1ccc(C(=O)N/C(=C\c2cccs2)C(=O)NCc2cccnc2)cc1	i	0.1	0.1	1067	4.7	1.9	4.7	i	39.7	0.1%	2.9	692	i	-1.6	-0.34	1253	-7.2	15.9
COc1ccc(-n2nc3c(c2NC(=O)C2CC(=O)N(c4ccccc4)C2)CS(=O)(=O)C3)cc1 (stereo not drawn)	i	4.1	/	/	/	/	/	i	23.4	0.4%	6.0	698	/	/	/	/	/	/
C/C(=N\NC(=S)NC1CCCCC1)c1ccccc1	i	0.6	-0.8	896	4.2	3.2	7.1	i	38.4	-1.4%	9.8	626	i	6.1	0.63	1236	11.2	7.9
CC1CCCCN1C(=O)CN(C)S(=O)(=O)c1cccc2nsnc12 (stereo not drawn)	i	0.4	/	/	/	/	/	i	32.1	0.0%	-41.1	681	/	/	/	/	/	/
COc1ccc(CCNC(=O)C(=O)NCC2OCCN2S(=O)(=O)c2ccc(Cl)cc2)cc1OC (stereo not drawn)	i	0.6	/	/	/	/	/	i	30.6	-1.0%	-4.1	728	/	/	/	/	/	/
O=C(c1cc2nc(-c3ccco3)cc(C(F)(F)F)n2n1)N1CCN(c2ccc(F)cc2)CC1	i	3.8	1.0	1068	3.3	5.0	6.5	i	27.6	-0.7%	-8.8	731	i	3.6	-0.84	1361	47.6	32.5
COc1ccccc1CNc1cncnc1	i	0.4	/	/	/	/	/	i	25.6	-0.6%	-2.9	816	/	/	/	/	/	/
Clc1ccccc1C1=CC(c2ccco2)n2ncnc2N1 (stereo not drawn)	i	0.6	0.1	1368	/	/	/	i	53.1	-0.1%	11.9	727	/	/	-0.03	1137	/	/
CN1CCN(C(=O)/C(=C\c2cccnc2)NC(=O)c2cccc(Br)c2)CC1	i	4.6	/	/	/	/	/	i	9.2	0.6%	8.7	726	/	/	/	/	/	/
CC(C)Cc1ccc(CN2CCCC(NC(=O)CCCN3CCCC3=O)C2)cc1 (stereo not drawn)	i	4.7	/	/	/	/	/	i	2.7	-0.8%	-1.3	746	/	/	/	/	/	/
Cc1ccc(C)c(NC(=O)Cn2nnc(C(=O)Nc3c(C)cccc3C)c2N)c1	i	0.9	/	/	4.4	3.5	8.7	i	28.4	/	/	/	i	7.9	/	/	-2.1	-0.5
COc1ccc(-c2nnn(Cc3nc(N)nc(N4CCCCC4)n3)n2)cc1	i	0.7	1.6	1010	3.2	1.9	4.9	i	36.3	-0.3%	-18.9	527	i	-4.8	-0.05	1579	23.8	30.6
CCOC(=O)N1CCN(S(=O)(=O)c2ccc(OCC(=O)OC)cc2)CC1	i	1.1	-1.0	1007	3.7	2.4	6.8	i	64.7	-0.3%	16.9	752	i	0.2	-0.71	1319	-15.7	-6.3
CC(NC(=O)CSc1n[nH]c(=O)[nH]c1=O)C1CC2CCC1C2 (stereo not drawn)	i	0.4	-0.6	1327	/	/	/	i	31.1	0.5%	-6.5	714	/	/	-0.08	1317	/	/
CCCCC(NC(=O)c1ccccc1)C(=O)OCC(=O)N1c2ccccc2Sc2ccccc21 (stereo not drawn)	i	1.0	/	/	2.3	2.1	8.6	i	55.3	-0.5%	/	/	i	-23.7	/	/	17.4	-11.2
COCCN1C(=O)c2cc(C(=O)Nc3ccc(OC)c(OC)c3)ccc2C1Nc1ccc(OC)c(OC)c1 (stereo not drawn)	i	0.8	-0.6	1146	1.0	2.3	6.7	i	44.2	0.2%	20.7	705	i	-17.4	-0.68	1338	7.4	4.5
COC(=O)c1onc(-c2ccccc2)c1C(=O)OC	i	1.3	-1.7	1107	1.3	1.8	6.0	i	44.9	0.3%	7.7	541	i	-10.5	/	/	-5.3	-20.5
Cc1ccc(C)c(NC(=S)Nc2ncccc2C)c1	i	0.1	2.6	1014	4.7	2.7	3.2	i	55.2	-1.1%	6.7	757	i	-26.7	-0.54	1400	67.8*	55.0*
Clc1ccc(CSC2=NCCCN2)cc1Cl	i	0.3	0.7	1148	2.3	2.6	9.9	i	23.0	-0.1%	/	/	i	-11.3	0.51	1007	1.2	-11.2
O=C(OCC(=O)N1CCN(C(=O)c2ccco2)CC1)c1ccccc1Cc1ccccc1	i	8.4	-4.6	1009	3.9	1.6	3.4	i	29.0	-0.5%	/	/	i	4.3	-0.07	1173	7.8	-7.5
NS(=O)(=O)c1ccc(CCNCc2cc(Br)ccc2OCc2ccccc2)cc1	i	2.3	-4.9	527	2.6	1.4	13.4	i	28.1	-1.8%	-90.0	630	i	-6.5	0.46	1303	1.4	0.0
CC(C)CC[n+]1ccn(-c2nc3ccccc3nc2[N-]S(=O)(=O)c2ccccc2)c1	i	1.0	-1.8	1243	2.6	1.3	10.2	i	35.3	0.1%	/	/	i	-10.8	0.06	1592	-37.6	4.0
O=Cc1cn(CC(=O)Nc2ccc3c(c2)OCO3)c2ccccc12	i	0.4	-1.5	1100	2.9	2.0	4.7	i	61.2	0.7%	-0.1	728	i	9.8	0.57	1301	-4.4	9.8
CCCCc1ccc(-c2csc(/C(C#N)=C/c3ccc(C)o3)n2)cc1	i	0.6	3.3	1428	2.5	2.2	7.8	i	52.4	-0.4%	/	/	i	17.7	-1.26	1415	1.3	6.0
c1csc(Cc2nc3ccccc3[nH]2)c1	i	1.9	-1.7	1096	5.5	2.6	10.3	i	7.8	-0.5%	-11.3	586	i	-3.9	0.22	1787	5.9	-15.5

Quoted at random: 3 records from the list.
SMILES	Myeloid diff 2	Myeloid diff 2 GFP+ MAC1+ %	bCat nuc transl	bCat nuc transl cell count 5 µM	MT stabilizer	MT stabilizer Hoechst-high %	MT stabilizer cytotoxicity %	T cell modulator	T cell modulator vesicle-bound %	West Nile antiviral	Hep lipid drop	Hep lipid drop cells 6.5 µM	Autophagy mod	Autophagy mod cell loss 18 h	Ins promoter up	Ins promoter up cell count	WT yeast gro inh	WT yeast gro inh mutant strain
CCCCC(NC(=O)c1ccccc1)C(=O)OCC(=O)N1c2ccccc2Sc2ccccc21 (stereo not drawn)	i	1.0	/	/	2.3	2.1	8.6	i	55.3	-0.5%	/	/	i	-23.7	/	/	17.4	-11.2
O=C(OCC(=O)N1CCN(C(=O)c2ccco2)CC1)c1ccccc1Cc1ccccc1	i	8.4	-4.6	1009	3.9	1.6	3.4	i	29.0	-0.5%	/	/	i	4.3	-0.07	1173	7.8	-7.5
CCCCc1ccc(-c2csc(/C(C#N)=C/c3ccc(C)o3)n2)cc1	i	0.6	3.3	1428	2.5	2.2	7.8	i	52.4	-0.4%	/	/	i	17.7	-1.26	1415	1.3	6.0
